Compound activity from PubChem BioAssay.
Myeloid diff MLP – compounds promoting myeloid differentiation. AID 624256. calls only at 10 µM. 1% of 360,000 active. ER-HoxA9 myeloid progenitors, lysozyme-GFP differentiation, flow cytometry;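 active means normalized GFP-positive differentiation at or above the plate's own cutoff, the solvent-only control mean plus 3 SD; inconclusive means no clear call, values can overlap the other calls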;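 further: cells exposed to compound for four days before flow analysis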
Lipid droplet – hepatic lipid droplet formation modulation; AML12 mouse hepatocytes, oleate lipid droplets, BODIPY imaging; inhibition, % at 6.5 µM; 0.4% of 240,000 active;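 active means lipid droplet intensity inhibited by at least 50%, with more than 500 cells counted; inconclusive means wells with under 300 cells, treated as cytotoxic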
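Assay system: AML12 hepatocytes (mouse); Probe or stimulus: oleic acid at 100 µM to induce lipid droplet formation; Dosing: compound at 6.5 µM only; Schedule: compound with oleate, overnight; Detection: fluorescence imaging, 20x objective, two fields per well; Measure: % inhibition of lipid droplet signal.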
K1F lysis inhibition – protection from phage-mediated lysis, alamar blue read-out – E. coli UTI89, K1F phage, bacterial capsule biogenesis inhibitors (AID 488966); 0.02% of 340,000 active; inhibition, % at 100 µM; hits with a dose series show IC50 in µM; E. coli UTI89 K1F phage lysis, alamar blue, 2 h; higher % means a stronger effect;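 active means phage lysis inhibition, versus mean bacterial control, above a set limit; inconclusive means no clear call, values can overlap the other calls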;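 further: capsule biogenesis inhibitors block K1F phage lysis so surviving cells raise fluorescence; higher fluorescence means more inhibition of phage lysis; actives were called in the ten point dose series up to 300 µM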
Lipid droplet cells 6.5 µM – second read-out of Lipid droplet, no call of its own (marks repeat the call); cell count; measured here: cell count, cytotoxicity flag;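 cells counted across two imaged fields per well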
Myeloid diff MLP GFP+ MAC1+ % – second read-out of Myeloid diff MLP, no call of its own (marks repeat the call); GFP+ MAC1+ double positive, %; measured here: differentiation confirmed by MAC1 staining
* hit, by the source's call; i = inactive; ? = inconclusive; / = no result given; [ ] = remark or other dose.

The opening three entries as a preview:
item	SMILES	Myeloid diff MLP	Myeloid diff MLP GFP+ MAC1+ %	Lipid droplet
1	Oc1cccc(/C=N/n2c(C3CCCCC3)n[nH]c2=S)c1	i	0.8	-12
2	Cc1cc(C(=O)N2CCCC(N3CCN(Cc4ccc5c(c4)OCO5)CC3)C2)n[nH]1 (stereo unspecified)	i	1.8	-4
3	CCc1ccc(-c2cc(C)no2)cc1S(=O)(=O)N1CCN(C(=O)c2ccco2)CC1	?	/	-35

item	Lipid droplet cells 6.5 µM	K1F lysis inhibition
1	840	0.1%[50 µM]
2	724	0.3%
3	682	0.0%

This part in full (from the top)
item	SMILES	Myeloid diff MLP	Myeloid diff MLP GFP+ MAC1+ %	Lipid droplet
1	Oc1cccc(/C=N/n2c(C3CCCCC3)n[nH]c2=S)c1	i	0.8	-12
2	Cc1cc(C(=O)N2CCCC(N3CCN(Cc4ccc5c(c4)OCO5)CC3)C2)n[nH]1 (stereo unspecified)	i	1.8	-4
3	CCc1ccc(-c2cc(C)no2)cc1S(=O)(=O)N1CCN(C(=O)c2ccco2)CC1	?	/	-35
4	Cc1nc(C)c(-c2csc(Nc3ccccn3)n2)s1	i	0.5	1
5	COCC1CCN(C(=O)c2ccc3oc(Cc4ccccc4)nc3c2)C1 (stereo unspecified)	i	1.6	-2
6	COc1ccc(C)cc1NC(=O)CSc1ccc(-c2ccccn2)nn1	i	0.3	26
7	CCC(C(=O)OC)n1cnc2scc(-c3ccc(C)c(C)c3)c2c1=O (stereo unspecified)	i	0.4	-5
8	O=C(CNC(=O)c1sc2ccccc2c1Cl)NC1CC1	i	1.4	2
9	CC1(C)C2CC[C@]1(C)C(=O)N(CCCCN1CCN(c3ccccn3)CC1)C2=O	i	0.4	1
10	Cc1cc2c(cc1S(=O)(=O)NC1CCCCC1C)OCC(=O)N2 (stereo unspecified)	i	0.5	9
11	COC(=O)c1ccc(/C=C2/SC(=S)N(CCC(=O)N3CCOCC3)C2=O)cc1	?	/	-15
12	CCn1cc(CCC(=O)NCc2ccc(F)cc2)c2ccccc21	i	0.2	-25

item	Lipid droplet cells 6.5 µM	K1F lysis inhibition
1	840	0.1%[50 µM]
2	724	0.3%
3	682	0.0%
4	801	0.9%
5	818	0.1%
6	842	-0.1%
7	817	-1.7%
8	588	0.2%
9	807	0.0%
10	721	0.2%
11	827	0.1%
12	847	0.1%

(listing goes on)
item	SMILES	Myeloid diff MLP	Myeloid diff MLP GFP+ MAC1+ %	Lipid droplet
13	COc1ccc(NC(=S)N2CCN(S(C)(=O)=O)CC2)cc1	i	0.9	0
14	CC(C)C(NS(=O)(=O)c1ccc2c(c1)C(C)(C)C(=O)N2C)C(=O)NCc1ccccc1Cl (stereo unspecified)	i	1.8	-6
15	Clc1cccc(-c2ccc(CNCc3ccccn3)o2)c1	i	0.8	1
16	CN(C)S(=O)(=O)c1cc(NC(=O)CNCc2ccccc2)ccc1Cl	i	0.8	-30
17	O=C(O)c1ccc(NC(=O)c2ccc3c(c2)C(=O)N(CC2CCCO2)C3=O)cc1 (stereo unspecified)	i	0.7	-4
18	COc1ccccc1NS(=O)(=O)c1ccc2oc(N)nc2c1	i	0.7	1
19	CN(CC(=O)Nc1ccc2c(c1)OCO2)S(=O)(=O)c1ccc(F)cc1	i	0.5	25
20	COc1cc(OC)cc(C(=O)Nc2cccc3ccccc23)c1	i	0.4	-3
21	COc1ccccc1-c1noc2ncnc(Nc3cccc(C)c3)c12	i	0.4	1
22	CCCn1ncc(CN2CCC(n3nccc3NC(=O)CCc3ccccc3)CC2)c1C	i	3.6	2
23	Cc1cc(S(=O)(=O)NCCc2ccccc2)ccc1-n1cnnn1	i	2.1	2
24	Cc1ccc(CNCc2ccco2)cc1	i	0.2	-9

item	Lipid droplet cells 6.5 µM	K1F lysis inhibition
13	652	-0.8%[50 µM]
14	734	-0.4%
15	860	0.5%
16	686	-1.3%
17	761	0.4%
18	765	0.2%
19	616	0.1%
20	870	0.1%
21	747	0.8%
22	740	3.6%
23	735	-1.1%
24	845	0.1%

Next section
item	SMILES	Myeloid diff MLP	Myeloid diff MLP GFP+ MAC1+ %	Lipid droplet
25	Cc1cccc(NS(=O)(=O)c2ccc(C(=O)NCC(c3ccccc3)N(C)C)cc2)c1C (stereo unspecified)	i	1.2	-14
26	CC(C)(C)c1ccc(-n2ncc3c2CCCC3NC(=O)CCCn2cncn2)cc1 (stereo unspecified)	i	2.3	17
27	Cc1ccc(OCc2cc(C(=O)NC(C)Cc3cnccn3)no2)cc1C (stereo unspecified)	i	0.6	8
28	Cc1cc(C)cc(N2CC(C(=O)Nc3cc(C)on3)CC2=O)c1 (stereo unspecified)	i	0.9	-6
29	Cc1ccc([C@@H]2[C@@H]3C(=O)N(C)C(=O)[C@@H]3[C@]3(C)C(=O)N(CCO)CC(=O)N23)o1	i	0.5	-2
30	O=C(c1ccc2c(=O)n3c(nc2c1)CCCCC3)N1CCN(c2ccccc2F)CC1	i	5.5	-54
31	CC(C)(C)c1ccc(/C=C(\C#N)C(=O)Nc2ccccn2)cc1	i	0.8	-4
32	C=CCn1c(CNC(=O)c2ccco2)nnc1SCC(=O)c1ccc(F)cc1	i	0.5	-4
33	CCOc1ccccc1NC(=O)COC(=O)c1cc[n+]([O-])cc1	i	0.0	-18
34	COc1ccc(/C=N\NC(=O)c2ccc(-c3ccccc3)cc2)c(OC)c1OC	i	0.9	4
35	O=C(Nc1cccc(-c2nc3ccccc3[nH]2)c1)c1ccccn1	i	0.0	-3
36	Cc1cc(OC(C)C(=O)Nc2ccccc2C(=O)N2CCCC2)ccc1Cl (stereo unspecified)	i	0.8	31

item	Lipid droplet cells 6.5 µM	K1F lysis inhibition
25	638	0.1%
26	710	0.9%
27	904	1.1%[50 µM]
28	765	0.4%
29	800	3.3%
30	760	0.4%
31	728	-0.5%[50 µM]
32	834	-0.1%
33	614	-0.2%
34	716	1.7%[50 µM]
35	761	-0.1%
36	888	-0.1%

The list goes on:
item	SMILES	Myeloid diff MLP	Myeloid diff MLP GFP+ MAC1+ %	Lipid droplet
37	COc1ccccc1N1CC(C(=O)Nc2nnc(SC)s2)CC1=O (stereo unspecified)	i	2.7	-3
38	O=C(CN1C(=O)/C(=C\c2ccccc2Cl)Sc2ccccc21)NCCCN1CCOCC1	?	/	-1
39	COc1cccc(NS(=O)(=O)c2cc3c(cc2C)N(C)CCO3)c1	i	4.3	10
40	CC(C)Oc1ccc(/C(O)=C2/C(=O)C(=O)N(CCN3CCNCC3)C2c2cccc([N+](=O)[O-])c2)cc1 (stereo unspecified)	i	0.4	-12
41	C=CCSc1nnc(NC(=O)CN2C(=O)NC3(CCCC3)C2=O)s1	i	0.8	1
42	CC(C)(C)c1ccc(-n2ncc3c2CCCC3NC(=O)CN2CCOC2=O)cc1 (stereo unspecified)	i	2.2	-2
43	COc1ccc(-c2csc3ncnc(N4CCN(c5ccccc5O)CC4)c23)cc1	i	0.0	-30
44	Cn1c(=O)[nH]c(=O)c2c1nc(SCC(N)=O)n2Cc1cccc(Br)c1	i	1.2	-2
45	O=C(COc1ccccc1)N=C1SC2CS(=O)(=O)CC2N1c1ccc(F)cc1 (stereo unspecified)	i	0.6	-28
46	COc1cc(OC)cc(C(=O)Nc2cc(C)nn2-c2ccccc2)c1	i	0.2	1
47	COCCNC(=O)c1ccc(CSCc2cccc(Cl)c2)o1	i	1.2	-10
48	CCc1cccc(NC(=O)C2CCN(S(=O)(=O)c3ccc4c(c3)CC(C)N4C(C)=O)CC2)c1 (stereo unspecified)	i	3.3	-2

item	Lipid droplet cells 6.5 µM	K1F lysis inhibition
37	738	-0.1%
38	682	0.9%
39	725	-0.1%
40	777	0.0%
41	745	-0.5%[50 µM]
42	682	0.3%
43	693	-0.1%
44	813	0.1%
45	752	0.0%
46	852	-0.5%
47	657	0.0%
48	715	1.6%

Continuation:
item	SMILES	Myeloid diff MLP	Myeloid diff MLP GFP+ MAC1+ %	Lipid droplet
49	CSCC(C)N1CCC(n2nccc2NC(=O)CCc2ccccc2)CC1 (stereo unspecified)	i	0.0	-1
50	COc1cc(NC(=O)c2ccc(N3CC4CC(C3)c3cccc(=O)n3C4)c(NC(=O)c3ccncc3)c2)cc(OC)c1OC (stereo unspecified)	i	1.4	0
51	CCC1CN(C(=O)N2CCC(C(=O)NCc3ccc(F)cc3)CC2)c2ccccc2O1 (stereo unspecified)	i	0.0	-1
52	CCN(CC)C1CCN(C(=O)CCn2nnnc2CN2CCOCC2)C1 (stereo unspecified)	i	1.3	9
53	CCN(CC)CCNC(=O)C1c2ccccc2Oc2ccccc21	i	0.9	-4
54	CC1CCN(CC(=O)N2CCN(c3ccccc3)CC2)CC1	i	0.5	4
55	COc1cccc(OCc2nnc3n2N=C(c2ccccc2)C(CC(=O)O)S3)c1 (stereo unspecified)	i	0.0	-3
56	Cc1nc(SCc2ccc([N+](=O)[O-])cc2)n[nH]1	i	0.3	-6
57	O=C(CN1CCC(NC(=O)Nc2ccc(F)cc2)CC1)Nc1ccccc1[N+](=O)[O-]	i	0.4	-12
58	O=C(NCCc1ccccc1)c1cccc(Br)c1	i	0.8	-7
59	CCCCCn1c(=O)[nH]c2cc(C(=O)NCCN3C(C)CCCC3C)ccc2c1=O (stereo unspecified)	?	/	14
60	O=C(c1cccc(F)c1)N1CCCC(C(=O)N2CCCCC2)C1 (stereo unspecified)	i	5.0	-10

item	Lipid droplet cells 6.5 µM	K1F lysis inhibition
49	666	-5.0%
50	798	-0.1%
51	651	0.6%
52	850	1.2%[50 µM]
53	810	-0.1%
54	825	0.1%
55	831	0.1%
56	798	0.1%
57	810	-0.3%
58	814	0.3%
59	782	-0.5%
60	656	-0.1%

(cont.)
item	SMILES	Myeloid diff MLP	Myeloid diff MLP GFP+ MAC1+ %	Lipid droplet
61	COc1ccccc1CNC(=O)c1[nH]c(C)c(C(C)=O)c1C	i	0.1	-8
62	CC(CCc1ccccc1)NC(=O)Cn1cccc1C(=O)c1ccccc1 (stereo unspecified)	i	3.4	16
63	COc1ccc(Cl)cc1NC(=O)COC(=O)CCCC1=NS(=O)(=O)c2ccccc2N1	i	3.9	-4
64	O=S(=O)(NCCc1ccccc1)c1cnc(Cl)c(Br)c1	i	1.4	-4
65	CC(=O)c1ccc(NC(=O)c2sc3nc4n(c(=O)c3c2C)CCCCC4)cc1	i	1.4	10
66	COCCNC(=O)C(c1ccc(F)cc1)N(CCOC)C(=O)CCC(=O)Nc1ccccn1 (stereo unspecified)	i	0.3	-1
67	COc1ccc(N2CCN(CCNC(=O)CCC(=O)NNc3nc4ccccc4c4nc(C)nn34)CC2)cc1	i	3.1	26
68	CC(Oc1ccc(Br)cc1)C(=O)N1CCN(c2ccccn2)CC1 (stereo unspecified)	i	0.6	16
69	O=C1CCN(Cc2ccc(O)cc2)CCN1[C@H](CO)c1ccccc1	i	1.3	0
70	Cc1ccccc1-c1nc(CS(=O)(=O)CC(=O)NCCCN2CCN(C)CC2)c(C)o1	i	1.7	6
71	COc1cc(C(=O)Nc2ccc3nc4n(c(=O)c3c2)CCCC4)ccc1Br	i	0.5	30
72	COc1ccc(C(=O)Nc2c(-c3ccccc3)nc3ccccn23)c(OC)c1	i	0.7	5

item	Lipid droplet cells 6.5 µM	K1F lysis inhibition
61	788	0.1%
62	723	-0.1%
63	695	-0.2%
64	880	1.1%[50 µM]
65	749	0.2%
66	713	-0.2%
67	735	0.3%
68	692	0.0%
69	812	3.9%
70	685	1.3%
71	833	0.1%
72	839	-0.1%

Next results:
item	SMILES	Myeloid diff MLP	Myeloid diff MLP GFP+ MAC1+ %	Lipid droplet
73	CCn1cc(C(=O)N[C@@H](CCSC)C(=O)NCCOC)c(=O)c2cc3c(cc21)OCO3	i	0.6	6
74	CN(c1ccc(C(=O)Nc2cccnc2)cc1)S(=O)(=O)c1ccccc1	i	0.1	-8
75	Cc1sc2ncnc(N(C)C3CCCCC3)c2c1C	i	0.3	-20
76	CCOc1cc(C(=O)NCC(=O)N2CCC3(CC2)NCCc2[nH]cnc23)cc(OCC)c1OCC	i	5.1	10
77	O=C(C1CCCN(S(=O)(=O)c2ccc(Cl)cc2)C1)N1CCCC1 (stereo unspecified)	i	0.7	2
78	O=C(OCCN1CCCCC1)c1ccccc1F	i	0.4	-58
79	COCCNC(=O)CN1N=C(c2ccc(OC)cc2)CCC1=O	i	1.7	-5
80	Cn1c(=O)c(=O)n(C)c2cc(S(=O)(=O)CCC(=O)N3CCCCC3)ccc21	i	2.6	-22
81	N#Cc1cc2cc3c(cc2nc1SCC(=O)N1CCOCC1)OCO3	i	0.5	16

item	Lipid droplet cells 6.5 µM	K1F lysis inhibition
73	837	0.2%
74	809	0.0%
75	817	0.2%
76	720	0.3%
77	737	0.1%
78	650	0.9%[50 µM]
79	799	-0.1%
80	755	-0.1%
81	694	0.0%

This is a subset; the hit share may differ from the screen's.
